# Source: PubChem (several laboratories)
# IEC-6 tox: cytotoxicity in IEC-6 intestinal epithelial cells, primary screen, cytotoxicity control for KLF5 inhibitor project, cell-based, luminescence | 0.78% of 290,000 active | AID 1825, 2009 | inhibition, % at 5 µM | IEC-6 cytotoxicity, luminescence viability; in the data active = inhibition above about 22%;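 also: 0% = plate median of test compound wells and 100% = cytotoxic reference compound wells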
# Platelet DG rel: inhibitors of platelet dense granule secretion, primary screen, cell-based, MLPCN, human platelets; human platelet-rich plasma, SFLLRN dense granule ATP release, luminescence; inhibition, %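 (compounds screened at 7.5 µM in platelet-rich plasma)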; 0.22% of 300,000 active; AID 1663, 2009;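 active = mean replicate score, as percent of positive control, at or above 50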
# SKKanGAS inh: S. pyogenes SKKanGAS growth inhibitors in kanamycin, primary screen, streptokinase expression inhibitor project, SKKanGAS strain, BacTiter-Glo luminescence. 6 h. inhibition, % at 7.5 µM. AID 1662, 2009. 1.3% of 300,000 active;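 active = mean replicate score, as percent of positive control median, at least 50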;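 also: strain carries kanamycin resistance gene driven by streptokinase promoter and grows in 40 µg/ml kanamycin; loss of luminescence reflects streptokinase promoter inhibition or plain growth inhibition; 0% = median of DMSO wells and 100% = positive control at its reference dose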
# AI-2 QS modul: Vibrio harveyi AI-2 quorum sensing modulators, primary screen, JMH597 strain, luminescence/OD600 ratio; Vibrio harveyi JMH597 AI-2 luminescence/OD600 ratio, 9 h; active compounds read low; strain lacks LuxN and CqsS sensors; 0 = neutral-control median; activity change, % at 7.5 µM; 0.4% of 300,000 active; AID 2094, 2009; in the data active = activity change below about -75%, passing the limit was not always enough;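 also: luminescence divided by OD600 gain over 9 h not by final OD600 alone; inactives centre near 13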
# HSP90 inh: HSP90 inhibitors, primary screen, cell lysate, luminescence; 0.91% of 290,000 active; inhibition, % at 5.6 µM; Heat shock protein HSP 90 (rabbit reticulocyte lysate; luciferase refolding); Rabbit reticulocyte lysate, luciferase refolding luminescence, 3 h;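 active = inhibition above the screen-wide mean plus 3 SD, computed separately per campaign, cut at about 16% in these data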;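 also: 0% = DMSO wells and 100% = 60 µM geldanamycin wells; inhibitors lower the luminescence because luciferase stays unfolded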
# HIF act: HIF pathway transcriptional activators, primary screen, cell-based, U2OS HRE-luciferase, luminescence | activation, % at 7.5 µM (by protocol) | U2OS HRE-luciferase reporter; normalized: DMSO 0%, desferrioxamine 100% | AID 1910, 2009 | 0.32% of 300,000 active;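 active = mean activation of at least 10% of the iron chelator positive control signal, with at least half of replicates also reaching 10%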
# KLF5 inh: KLF5 expression inhibitors, primary screen, DLD-1 cells, luminescence; DLD-1 KLF5 promoter-luciferase reporter; inhibition, % at 5 µM; 0.23% of 290,000 active;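 active = inhibition above a per-plate limit of that plate's mean compound inhibition plus 3 SD, cut at about 60% in these data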;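 also: 0% = DMSO wells and 100% = LY294002 at 200 µM; higher means less KLF5 promoter-driven luciferase light; inactives centre near -14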
# aSyn 5UTR inh: MLPCN primary screen, SNCA 5' untranslated region | inhibition, % (tested at 7.5 µM) | alpha-synuclein 5'UTR reporter, inhibitor activity | 0.82% of 300,000 active; in the data active = inhibition above about 60%;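 also: H4 neuroglioblastoma cells stably carrying SNCA 5'UTR luciferase fusion; 0% = DMSO wells and 100% = positive control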
# HSF1 inhib: HSF1 inhibitors in luciferase reporter cells, primary screen, cell-based, NIH3T3, luminescence. NIH3T3-HGL HSE-luciferase, MG132-induced, luminescence 8 h; active compounds read low. AID 2098, 2009. 0.77% of 300,000 active. activity change, negative = inhibition, % at 7.5 µM (by protocol);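 active = more than half of replicate wells show activity change below -50%, luminescence cut by over half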;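 also: luciferase reports HSF-1 transcriptional activity via heat shock element; 0% = median of DMSO wells and -100% = zero luminescence signal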
# HSF1 activator: HSF-1 activators, primary screen, NIH3T3-HGL cells, MG132 stress, luminescence, single point; NIH3T3-HGL HSF-1 luciferase reporter, 8 h; 100% = twice DMSO control signal; activation, % at 9 µM; 1.7% of 300,000 active;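 active = mean replicate activation of at least 50% with a set share of replicates each reaching 50%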;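 also: 0% = median of the neutral control wells and 100% = twice that signal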
# * marks the source's active call; other numbers are inactive results; . = not tested or not shown.
SMILES,IEC-6 tox,Platelet DG rel,SKKanGAS inh,AI-2 QS modul,HSP90 inh,HIF act,KLF5 inh,aSyn 5UTR inh,HSF1 inhib,HSF1 activator
Cc1n[nH]c(C)c1CN(C)C(=O)c1cc(COc2ccc(F)c(F)c2)on1,0,-6,46,18,4,0.9,-28,-20,3,5
CCCNC(=O)CSCc1nc(-c2ccc(SC)cc2)oc1C,1,1,-2,32,3,0.4,-28,-31,4,1
Cc1noc(C)c1CSc1ncnc2sc3c(c12)CCC(C)C3 (stereo unspecified),-4,-4,-2,16,-1,0.1,-25,20,3,20
COc1ccc(N2CCN(C(=O)COC(=O)Cc3c(F)cccc3Cl)CC2)cc1,.,4,-6,30,.,0.1,.,-10,-1,-4
O=C(c1ccccc1Br)N1N=C(c2ccccc2)CC1c1ccccc1F (stereo unspecified),2,6,19,8,11,-9.4,-41,14,-20,-34
COc1ccc(NC(=O)c2ccc(=O)oc2)cc1,-3,5,0,36,-5,-0.3,-15,13,2,17
Cc1ccc(C(=O)COC(=O)CCN2C(=O)C3C4CC(C(Br)C4Br)C3C2=O)cc1 (stereo unspecified),3,-12,2,44,-3,-0.3,-25,5,0,-7
Cc1cc(C(C)(C)C)cc(C)c1COC(=O)c1cccnc1,-9,1,64*,24,4,0.4,1,15,-9,-26
COc1ccc(N2CCN(Cc3cc(=O)oc4cc(-c5ccccc5)c(O)cc34)CC2)cc1,-2,-2,12,-1,1,-2.5,2,73*,-29,-26
Cc1ccc(NC(=O)CSCC(=O)NCCc2ccccc2)cc1,-1,-1,5,13,2,0.2,-51,-7,0,10
COc1ccccc1CNC(=O)CS(=O)(=O)c1ccccc1,-2,30,-6,14,1,0.2,-20,7,-7,-2
N#Cc1ccccc1NC(=S)NC(=O)c1cccs1,-8,5,-1,33,-9,3.0,-9,-28,9,32
OCC[C@@H]1C[C@H](O)[C@@H](O)[C@@]2(Cc3ccccc3CCO2)O1,-6,-4,-3,-1,-3,-0.4,-31,4,-3,3
O=C(O)c1cc(-n2nnnc2SCc2ccccc2F)ccc1Cl,5,1,1,35,2,-0.7,-14,4,1,3
O=c1cc(-c2c(F)c(F)c(F)c(F)c2F)oc2ccccc12,-2,-3,7,43,-4,-0.6,-16,-39,0,-10
COc1cc(OC)cc(C(=O)N[C@H](C(=O)NCc2ccccc2)C(C)C)c1,-1,5,-1,-3,3,1.3,0,-11,1,1
CCN(Cc1ccccc1)C(=O)C1CCN(Cc2ccc(OC)c(OC)c2OC)CC1,2,10,8,6,-1,-0.7,-19,10,6,4
CC(C)c1ccc(CN(C(=O)C2COc3ccccc3O2)C2CCS(=O)(=O)C2)cc1 (stereo unspecified),-5,11,4,16,2,-0.6,16,17,-3,-11
CC(C)CC1CCCCC1OC(=O)C[N+]1(C)CCCCC1 (stereo unspecified),0,0,0,12,-2,-0.4,-1,21,1,-5
CCCNC(=S)Nc1ccc(Oc2ccccc2)cc1,4,-10,-5,16,-2,0.4,-23,0,-20,-24
CC(C)C1Nc2c(O)cc(Cl)c([N+](=O)[O-])c2C2C=CCC21 (stereo unspecified),-5,-3,79*,10,-3,-0.3,-17,10,-2,12
CC1(C)C(=O)NCCN1C(=O)CC1C(=O)NCCN1CC(c1ccccc1)c1ccccc1 (stereo unspecified),3,-6,-8,10,24*,-0.1,-21,14,-2,-10
C/C(CCN1CCc2nc(-c3ccccc3)c(-c3ccccc3)cc2C1)=N\O[C@@H](C)c1cn([C@H](CO)Cc2ccccc2)nn1,-9,1,20,18,0,-0.3,-22,-1,-8,-23
C=CCn1c(SCC(=O)Nc2ccc(F)cc2)nc2ccccc2c1=O,0,2,9,-3,0,0.2,-9,1,13,16
O=C(NCCc1ccccn1)c1nc(Cn2cc([N+](=O)[O-])cn2)no1,0,4,-1,.,-5,0.1,-8,-4,-8,3
Cc1ccc(C(=O)NCCCNC(=O)c2ccccc2C)cn1,-7,-4,0,6,1,0.0,-24,-13,9,-5
COc1ccccc1OCCNC(=O)c1cc(SC)ccc1Cl,0,3,8,9,1,0.1,-4,3,-15,14
N#CC1(NC(=O)CSc2nnc(-c3ccccc3F)o2)CCCCC1,.,-3,-7,5,.,0.0,.,10,1,4
COc1ccc(NC(=O)CC2C(=O)N(C)C(=S)N2CCc2ccc(F)cc2)cc1 (stereo unspecified),2,14,6,-6,-3,0.3,-14,6,-1,3
CCOC(=O)c1ccc(NC(=O)c2nc[nH]c2C(=O)NCc2ccccc2)cc1,.,5,19,16,.,-0.2,.,21,0,0
CC(C)C1C(c2ccccc2)N(C)C(c2ccccc2)CC1(O)c1ccccc1 (stereo unspecified),-4,-3,88*,31,3,-0.2,-22,32,-5,-1
O=C(Nc1ccc(OC(F)(F)F)cc1)c1ccc2nccnc2c1,-6,-3,10,-1,-2,3.0,-31,-112,3,15
N#Cc1c(NC(=O)CSc2nc(N)cc(=O)[nH]2)sc2c1CCCC2,-2,6,2,10,1,-2.6,-22,-4,0,3
c1ccc(-c2nc3ccccc3o2)nc1,-5,3,-5,24,-2,1.4,-71,-70,13,23
O=C(NC(=S)NC1CCCCCCCCCCC1)c1cccnc1,-4,1,2,18,3,-0.3,-9,31,1,8
NS(=O)(=O)c1cc(C(=O)OCC(=O)N2CCOCC2)ccc1Cl,-7,14,2,32,-5,0.6,-13,-9,-8,-2
N#Cc1nc(-c2ccc(OCc3ccc(Cl)cc3)cc2)oc1NCCCn1ccnc1,2,-1,-6,9,3,0.1,-4,-52,13,29
O=C(c1ccco1)N1CCN(CC(=O)N2CCCc3c2c(=O)oc2ccc(O)cc32)CC1,-7,0,-8,17,1,-0.4,-28,3,-1,1
CCCC(=O)N1CCCC(C(=O)c2ccc(OC)c(OC)c2)C1 (stereo unspecified),6,-2,-1,12,2,-0.8,-16,-7,0,6
O=C(c1ccco1)N1CCN(CCOc2ccc(F)cc2)CC1,-6,-1,-2,-6,-3,0.2,-13,9,1,7
CCOC(=O)CSc1nc2ccccc2c(=O)n1CCN1CCOCC1,-4,-6,-2,16,0,-0.2,-28,13,1,8
OC(COc1ccc(C2C=CCC2)cc1)CN1CCCCC1 (stereo unspecified),-3,-3,5,11,-2,0.0,27,4,4,5
Cc1ccn(CC(=O)N/N=C/c2cc([N+](=O)[O-])ccc2O)n1,2,6,11,-169*,3,-0.7,-27,12,-6,-10
O=C(c1cccc(S(=O)(=O)N2CCCC2)c1)N1CCN(c2ccccc2F)CC1,-2,-9,-2,5,-1,-0.4,-17,18,3,15
COc1ccc(NC(=O)c2ccco2)c(NC(=O)Cc2cccs2)c1,-1,8,-4,23,0,-1.3,-40,11,-6,13
CCSC1=C(C#N)C(=O)n2c1cc1c2CCCC1,0,0,2,9,-3,-0.5,-25,-5,5,2
Cc1ccccc1NCC(=O)c1ccc(Br)cc1,-1,10,0,10,1,0.0,-15,-40,4,-2
Cc1ccc(C(C)C)cc1OCC(=O)N1CCN(C(=O)c2ccco2)CC1,.,10,-7,17,.,-0.1,.,4,-2,-19
CC1=C(C(=O)N2CCOCC2)C(c2ccc(C)cc2)NC(=S)N1 (stereo unspecified),-3,2,.,5,-1,-0.4,-39,8,-4,-2
CSCC[C@H](N)C(=O)N1CCC(C(=O)N[C@H](C)C(=O)NC(C)c2ccccc2)CC1 (stereo partly specified),4,1,1,12,0,-0.1,-29,-2,2,6
Cc1c(NC(=O)C(C)OC(=O)c2cccs2)c(=O)n(-c2ccccc2)n1C (stereo unspecified),0,2,6,11,5,-0.3,-5,5,-1,1
Cn1nc(C(=O)NCc2ccc(F)cc2)c2c1-c1ccccc1S(=O)(=O)C2,-2,0,0,9,-2,-0.2,-5,9,10,20
O=C(N/N=C/c1ccccn1)c1cccc(S(=O)(=O)N2CCCC2)c1,-1,-2,2,14,2,-0.2,-7,-4,0,-18
N#CCCn1cc(/C=N/NC(N)=S)c(-c2ccc(Br)cc2)n1,4,5,-3,-1,-1,-0.1,-10,19,0,4
COc1ccc(OC)c2c(N3CCN(C)CC3)cc(C(F)(F)F)nc12,4,3,-1,0,-3,1.6,-15,9,-5,-25
CCCC(=O)Nc1ccc2oc(-c3ccncc3)nc2c1,-4,1,4,20,-2,2.6,-34,-42,-20,-38
CC(=O)c1cc(-c2ccccc2)[nH]c1N1CCCC1,-2,2,5,19,8,-0.9,-9,-29,1,-8
CCOc1ccc2nc(C(=O)N3CCCC(C)C3)sc2c1 (stereo unspecified),-6,-15,-10,11,7,1.2,-266,-51,43,77*
O=C(COC(=O)c1ccccc1NC(=O)c1ccco1)NC1CCCCC1,-4,17,-4,7,1,0.1,-22,-7,7,9
O=C(COC(=O)Cc1ccc(Br)cc1)NCC1CCCCC1,-6,-10,-3,.,3,0.0,-18,7,-11,-19

# HSF1 activator, entries above that show a hit
mol,Platelet DG rel,AI-2 QS modul,HSP90 inh,KLF5 inh,aSyn 5UTR inh,HSF1 inhib,HSF1 activator
CCOc1ccc2nc(C(=O)N3CCCC(C)C3)sc2c1 (stereo unspecified),-15,11,7,-266,-51,43,77*

# Continuation.
SMILES,IEC-6 tox,Platelet DG rel,SKKanGAS inh,AI-2 QS modul,HSP90 inh,HIF act,KLF5 inh,aSyn 5UTR inh,HSF1 inhib,HSF1 activator
COc1ccc(OC)c(N/C(=N/c2nc(C)cc(C)n2)NC(C)=O)c1,0,-4,-11,2,-2,0.1,-10,-17,-1,1
CCCCCC(=O)Nc1ccccc1N1CCN(c2ccccc2)CC1,-9,-8,-2,25,-1,-0.6,-9,-3,5,6
Cc1nn(C)c(C)c1/C=N/NC(=O)CCn1nc(C)c([N+](=O)[O-])c1C,-5,-4,3,18,1,0.2,-6,1,3,6
N/C(=N\NC(=O)c1ccccc1Cl)c1cc2ccccc2oc1=O,6,0,-6,33,-7,0.2,-32,-5,-1,11
Cc1ccc(C(=O)NN2C(=O)C3C4c5ccccc5C(c5ccccc54)C3C2=O)cc1 (stereo unspecified),0,4,7,15,1,0.0,-31,-13,-9,0
Cc1cc(C)c(S(=O)(=O)Nc2ccc(N(C)C)cc2)c(C)c1-n1cnnn1,-2,7,2,3,-5,1.1,11,-79,-65*,-70
CCOC(=O)CC1=NN(c2ccccc2)C(=O)C1,1,-14,-13,4,4,-0.1,-5,3,0,11
CC(C)CN(C(=O)CN1CCN(S(=O)(=O)c2ccc3ccccc3c2)CC1)c1c(N)n(CC(C)C)c(=O)[nH]c1=O,2,3,4,18,0,0.1,-5,7,1,0
Cc1cc(-c2nc(C)c(-c3nnc(SCC(=O)Nc4cc(Cl)cc(Cl)c4)n3C)s2)no1,-5,-7,1,16,0,-0.6,-22,28,0,25
O=S(=O)(c1cccs1)N1CN(C2CCCCC2)c2nc3ccccc3nc21,1,10,16,19,2,-0.3,-31,34,4,-8
